Nrf2 ARE act: qHTS of Nrf2 Activators; AREc32 ARE-luciferase reporter (MCF7-derived line), luminescence, 24 h; Potency, µM (top dose mostly 46.1 µM), inactives show top-dose activation, usual class: activators; 410,000 compounds, 0.31% hits; AID 624171, 2012; further: potency means the concentration at half of the fitted maximal effect; % of control where 0% means no effect; nearly all actives have a fitted effect of over 65% in size
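ARE-driven firefly luciferase activity in AREc32 cells measured after a 24 hr compound exposure at 37 deg C, using Steady-Glo reagent and a 30 min room-temperature hold.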
ATXN viability: Viability Counterscreen for Primary qHTS for Inhibitors of ATXN expression; Potency, µM (titrated, usually from 56.7 µM), most hits filed as cytotoxic; S2 cells (HEK-293 line with an ATXN2-luciferase reporter) viability, CellTiter-Fluor protease fluorescence, 24 h; 400,000 compounds, 0.49% hits; further: potency means the concentration at half of the fitted maximal effect; nearly all actives have a fitted effect of over 40% in size
Nrf2 block: Nrf2 qHTS screen for inhibitors | Potency, µM (doses to about 46 µM), inactives show at the top dose activity change, negative = inhibition, most hits filed as inhibitors | 360,000 compounds, 2.1% hits | AID 504444, 2011 | A549 ARE-Fluc reporter, luciferase luminescence, 18-24 h; further: potency means the concentration at half of the fitted maximal effect; on the % scale 0 is the no-effect control and ±100 the full control effect; nearly all actives have a fitted effect of over 60% in size
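A549 ARE_Fluc cells (5000/well, 5% FBS OPTI-MEM) pre-incubated 2 h, then treated with compounds 18-24 h at 37C/5% CO2 in concentration-response. CellTiter-Fluor viability read first; BugLite luciferase luminescence after 15 min at room temperature gives Nrf2 activity.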
MCF10A rereplic: A quantitative high throughput screen for small molecules that induce DNA re-replication in MCF 10a normal breast cells. AID 624296, 2012. 350,000 compounds, 2.9% hits. Potency, µM (series often up to 46.1 µM), inactives show at the highest dose activity, positive = re-replication, most hits filed as activators. MCF 10A DNA re-replication, Hoechst nuclear intensity, 48 h; further: potency means the concentration at half of the fitted maximal effect; % of control where 0% means no effect; nearly all actives have a fitted effect of over 50% in size
ATXN2 expr inh: Primary qHTS for Inhibitors of ATXN expression; HEK-293 ATXN2-luciferase reporter, luminescence, 24 h; Potency, µM (doses to about 57 µM), without a hit: top-dose activity change, negative = inhibition, actives largely listed as inhibitors; 360,000 compounds, 0.72% hits; AID 1745845, 2022; further: potency means the concentration at half of the fitted maximal effect; on the % scale 0 is the no-effect control and ±100 the full control effect; nearly all actives have a fitted effect of over 55% in size
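ATXN2-luciferase reporter cells (luciferase flanked by upstream and downstream ATXN2 gene portions) were treated 24 h at 37 °C with compounds at up to 57 uM. SteadyGlo luminescence gave expression; GF-AFC fluorescence gave viability.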
IL1B secr inh: qHTS for Inhibitors of Inflammasome Signaling: IL-1-beta AlphaLISA Primary Screen; THP-1 LPS/ATP IL-1B secretion, AlphaLISA, 16 h; stronger effect = lower value; AID 743279, 2014; 360,000 compounds, 4.7% hits; activity change, % at 57.5 µM; in the data active means activity change below about -50%; inconclusive means mostly about -30% to -49%; further: on the % scale 0 is the no-effect control and ±100 the full control effect
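Secreted IL-1B measured by AlphaLISA bead assay after 16 h compound exposure of THP-1 cells; compounds (final up to 57.5 uM) added 1 h before LPS (250 ng/mL) and ATP (1.25 mM) stimulation; lower signal means less secretion.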
TGFb SMAD3 inh: qHTS for Inhibitors of TGF-b; HepG2 CAGA-GFP TGF-b/SMAD3 reporter, GFP fluorescence, 18 h; TGF-beta stimulated, 500 pg/mL final; Potency, µM (top dose mostly 46.1 µM), inactives show at the highest dose activity, negative = inhibition, most hits filed as inhibitors; 410,000 compounds, 1.2% hits; AID 588855, 2011; further: potency means the concentration at half of the fitted maximal effect; on the % scale 0 is the no-effect control and ±100 the full control effect; nearly all actives have a fitted effect of over 65% in size
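GFP signal (ex488/em500-530) from TGF-beta-stimulated HEPG2 CAGA-GFP cells, 500 pg/mL final, 18 h at 37 degrees C in DMEM plus 1% FBS, normalized to unstimulated and DMSO-stimulated controls.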
A549 tox: Nrf2 qHTS screen for inhibitors: counterscreen for cytotoxicity | A549 ARE-Fluc cells, CellTiter-Fluor viability, 18-24 h | Potency, µM (titrated, usually from 46 µM), for inactives: at the highest dose activity change, negative = cytotoxicity, usual class: inhibitors | 390,000 compounds, 0.16% hits; further: potency means the concentration at half of the fitted maximal effect; on the % scale 0 is the no-effect control and ±100 the full control effect
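Cytotoxicity counterscreen: CellTiter-Fluor fluorescence was measured in A549 ARE_Fluc cells after 18-24 h of compound exposure in a concentration series. The subsequent BugLite luminescent read reports ARE-luciferase activity.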
HepG2 tox: qHTS for Inhibitors of TGF-b: Cytotox Counterscreen | HepG2 CAGA-GFP viability, ATP luminescence, 18 h | Potency, µM (top dose mostly 46.1 µM), for inactives: top-dose activity change, negative = cytotoxicity, usual class: cytotoxic | 410,000 compounds, 0.76% hits | AID 588856, 2011; further: potency means the concentration at half of the fitted maximal effect; some results filed as inactive show a strong effect at the top dose
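HepG2 CAGA-GFP cells (1000/well, DMEM with 1% FBS) received compound, then TGF-beta at 500 pg/mL final, and were incubated 18 hours at 37 degrees C. Viability was read by CellTiter-Glo luminescence. Media-only wells were set as complete cell-killing and DMSO as no toxicity.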
An asterisk follows results filed as active; i = inactive; ? = inconclusive; nt = no result given; [ ] = dose if it differs, or a comment. Unless noted, the call rests on the fitted dose curve; in most records, active means well fitted curve in the direction sought with a large enough effect; inconclusive means small, poorly fitted or top-dose-only effect, or another doubt; inactive means no such curve, though single readings can be large; an effect the other way counts as inactive or inconclusive.

smiles	Nrf2 ARE act	ATXN viability	Nrf2 block	MCF10A rereplic	ATXN2 expr inh	IL1B secr inh	TGFb SMAD3 inh	A549 tox	HepG2 tox
CCCCNC(=O)Cn1c(SCc2cccc(Cl)c2)nc2ccncc21	nt	nt	13.2%	nt	nt	nt	-13.9%	-6.3%	-1.2%
COc1cccc2cc(C(=O)c3ccccc3)oc12	3.8%	i	4.7%	3.5%	5.0%[11.3 µM]	-6.1	10.2%	10.0%	9.8%
Nc1c(C(=O)Nc2ccc(Br)cc2)sc2nc(-c3ccncc3)ccc12	8.9%	nt	-6.9%	nt	nt	nt	-8.3%	-4.6%	-14.7%
COc1ccccc1NC(=O)CSC1=Nc2ccccc2C2=NC(CC(=O)NCc3ccccc3)C(=O)N12 (stereo unspecified)	0.6%	nt	nt	nt	nt	nt	21.4%	-13.8%	-9.7%
O=C(CCCc1c[nH]c2ccccc12)N[C@@H](Cc1c[nH]c2ccccc12)C(=O)O	-1.0%	i	11.8%	-1.1%	5.6%	20.5	0.0%	0.5%	-0.6%
CCS(=O)(=O)N1CCC(C(=O)N2CCN(c3ccccc3)CC2)CC1	0.0%	i	-17.1%	15.2%	5.0%	3.1	?	1.5%	21.0%
CC(C)CCn1c(SCC#N)nc2c(sc3ccccc32)c1=O	-0.1%	i	6.8%	7.9%	144.2%[activator]	-22.7	4.9%	-5.1%	-6.9%
CCn1c(SCC(=O)c2ccc(O)c(O)c2)nnc1-c1ccccc1OC	0.1%	?	?	?	7.4%	42.4	?	-2.8%	-32.8%
CCCCN(C)CCNC(=O)Cn1ncc2c([nH]c3ccccc32)c1=O	0.3%	i	?	nt	0.2%	nt	14.3%	5.0%	3.9%
Cc1cc(S(=O)(=O)N2CCOCC2)ccc1OCC(=O)N1CCOCC1	-0.3%	i	-1.6%	-5.2%	-4.1%	-8.5	-9.0%	1.1%	-12.5%
O=C(NCc1ccccc1Cl)c1ccc2nc([C@@H]3O[C@H](CO)[C@@H](O)[C@H]3O)[nH]c2c1	-0.3%	i	nt	nt	6.3%	15.7	8.2%	nt	-49.4%
C/C(=N\NC(=O)Cc1ccc(Br)cc1)c1cccnc1	0.0%	i	?	-1.9%	6.0%	-24.5	9.7%	2.0%	14.4%
Cc1ccc(C(CCN)c2ccco2)cc1 (stereo unspecified)	2.2%	i	3.7%	9.7%	-9.3%	-21.6	-20.0%	-1.9%	-11.1%
COc1ccc(CCNC(=O)C(=O)NCC2OCCN2S(=O)(=O)c2cc(F)ccc2F)cc1OC (stereo unspecified)	-0.7%	i	-19.8%	15.8%	-2.6%	-2.6	-23.8%	2.3%	-27.9%
O=S(=O)(NCCc1ccccn1)c1ccc(-c2ccccn2)s1	0.2%	i	-24.0%	0.3%	-33.2%	6.4	3.2%	13.0%	-7.8%
O=S(=O)(c1cccc(COc2ccc(Cl)cc2Cl)c1)N1CCOCC1	3.4%	i	?	?	-0.2%	?	?	-0.8%	-18.6%
COc1ccc(-n2nc3c(c2NC(=O)c2ccco2)CS(=O)(=O)C3)cc1	0.1%	i	?	0.5%	4.7%	4.3	1.9%	-0.7%	-2.3%
O=C1CCC(C(=O)OCC(=O)Nc2cc(Cl)ccc2F)=NN1	1.8%	?	-1.2%	0.3%	-6.5%	-20.3	-13.0%	0.7%	4.2%
Cc1cnc(C(=O)OCC(=O)NCCCc2ccccc2)cn1	0.2%	i	6.6%	0.0%	-12.2%	0.0	10.9%	2.0%	1.3%
CC(C)CCN1CCN(Cc2nc(-c3ccccc3)cs2)CC1CCO (stereo unspecified)	2.9%	i	1.6%	?	19.2%	12.9	0.2%	-0.2%	-8.2%
O=C(Nc1nccs1)C1CCCN1S(=O)(=O)c1ccc(Cl)cc1 (stereo unspecified)	0.3%	i	11.8%	?	-4.4%	23.7	1.3%	0.3%	0.8%
CCOc1cc(-c2noc(CCCC(=O)NC3CCCCC3)n2)ccc1OC	-0.7%	i	-17.1%	-19.7%	-8.4%	25.0	-3.0%	-13.2%	-5.5%
OCC(O)C(O)C(O)c1cnn(-c2ccccc2)n1 (stereo unspecified)	0.8%	i	1.8%	2.5%	5.0%	18.9	14.2%	3.5%	-1.3%
CC1CN(c2nc3c(c(=O)n(C)c(=O)n3C)n2Cc2c(Cl)cccc2Cl)CC(C)O1 (stereo unspecified)	-0.4%	i	-9.3%	-12.8%	5.0%	-2.2	6.4%	-9.6%	3.1%

Complete entries from above. Screens in order: Nrf2 ARE act | ATXN viability | Nrf2 block | MCF10A rereplic | ATXN2 expr inh | IL1B secr inh | TGFb SMAD3 inh | A549 tox | HepG2 tox
O=C1CCC(C(=O)OCC(=O)Nc2cc(Cl)ccc2F)=NN1 is listed as 1.8% | ? | -1.2% | 0.3% | -6.5% | -20.3 | -13.0% | 0.7% | 4.2%
O=S(=O)(NCCc1ccccn1)c1ccc(-c2ccccn2)s1 is listed as 0.2% | i | -24.0% | 0.3% | -33.2% | 6.4 | 3.2% | 13.0% | -7.8%

Remaining list, next part:
smiles	Nrf2 ARE act	ATXN viability	Nrf2 block	MCF10A rereplic	ATXN2 expr inh	IL1B secr inh	TGFb SMAD3 inh	A549 tox	HepG2 tox
COc1ccc(C(=O)N2CC(=O)Nc3ccccc32)cc1S(=O)(=O)N1CCOCC1	-1.9%	i	-12.7%	-28.8%	-19.6%	37.3	1.5%	0.4%	-2.7%
Cc1ccc(N(CC(=O)NC(C)(C)C)C(=O)CS(=O)CC(=O)Nc2ccc3c(c2)OCO3)cc1 (stereo unspecified)	0.4%	i	14.8%	3.7%	nt	-4.2	?	4.3%	-8.2%
Cc1ccc(S(=O)(=O)Nc2c(C)n(C)n(-c3ccccc3)c2=O)cc1C(=O)OC(C)C(=O)N(C)c1ccccc1 (stereo unspecified)	1.6%	?	-6.6%	-2.5%	-8.4%	-29.2	7.4%	?	-48.4%
Cc1ccsc1/C=N/n1cnc2sc(C)c(C)c2c1=O	4.1%	i	nt	8.4%	33.8%	-17.8	19.5%	-13.0%	23.6%
CCC12CN3CC(CC)(CN(C1)C3c1ccc(OCc3ccccc3)cc1)C2=O (stereo unspecified)	-1.0%	i	9.6%	nt	1.0%	nt	10.5%	-11.7%	-0.7%
C#CCNC(=O)C(C)c1ncc(C(F)(F)F)cc1Cl (stereo unspecified)	0.0%	nt	-7.4%	-4.6%	6.6%	4.6	17.6%	5.0%	-4.1%
O=C(O)c1c(C(=O)O)c(-c2ccc(F)cc2)n2c1CCC2	-0.7%	i	-1.1%	-1.6%	1.6%	25.4	-10.6%	-6.1%	5.6%
Cc1c(N2C(=O)c3cccc4cccc(c34)C2=O)cnn1C	14.8%	i	-1.5%	-24.4%	-3.2%	-15.0	1.4%	0.4%	10.3%
CN(C)/C=N/c1c(C#N)cnn1-c1ccccc1	-0.7%	i	3.6%	?	-8.4%	13.9	-24.6%	2.5%	-2.9%
Cc1cc2nc(-c3cccc(NC(=O)c4ccc(Br)o4)c3C)oc2cc1C	0.2%	i	-3.4%	-4.6%	-21.5%	-7.7	-17.2%	-2.4%	-28.3%
CCC1(C)CC(=O)c2c(ccc3oc(C(=O)NCc4ccccc4)c(C)c23)O1 (stereo unspecified)	0.2%	nt	?	nt	nt	nt	?	-6.8%	8.0%
Cn1ncc(Br)c1C(=O)N1CCCC1	-1.6%	i	-7.2%	-2.0%	-1.9%	3.8	-7.3%	-3.0%	-1.4%
Cc1cc(/C=C2\SC(=S)N(Cc3ccco3)C2=O)c(C)n1-c1cccnc1	2.8%	i	6.7%	26.9%	0.9%	0.0	26.8%	-0.1%	-1.1%
CCc1c(C)nc2c(C#N)c(C)[nH]n2c1=O	0.2%	i	9.0%	0.4%	-2.2%	6.4	4.7%	-7.9%	-0.7%
CCC(CC)C1=NN2C(=N)/C(=C\c3cc(C)n(-c4cccc(C)c4)c3C)C(=O)N=C2S1	0.0%	i	9.0%	?	7.6%	25.1	?	-4.2%	18.9%
CCOC(=O)N1CCN(C(=O)c2ccc3c(=O)n(Cc4ccccc4)c(=S)[nH]c3c2)CC1	0.0%	i	-22.2%	16.8%	-8.1%	29.9	1.6%	-7.6%	-19.6%
Cc1nn(-c2ccccc2)c2nc(C(F)F)cc(C(F)F)c12	-0.9%	i	8.2%	8.6%	12.0%	-14.1	-2.0%	1.7%	-6.7%
Cc1sc2ncn(CC(=O)N3CCCC(C)C3)c(=O)c2c1S(=O)(=O)N1CCCCC1 (stereo unspecified)	0.3%	i	0.6%	19.7%	-10.8%	-9.2	-2.7%	2.2%	-12.2%
CC(C)C(=O)Nc1cccc(C(=O)Nc2ccc(S(=O)(=O)Nc3nccs3)cc2)c1	0.3%	i	-13.1%	-1.8%	-4.7%	3.4	2.8%	1.6%	-4.7%
Cc1ccccc1-c1ncc(CN2CCN(C3CCCC3)C(CCO)C2)cn1 (stereo unspecified)	2.0%	i	24.6%	4.2%	nt	5.9	0.1%	0.2%	-0.5%
O=C1c2ccccc2C(=O)N1CC(O)CN1CCOCC1 (stereo unspecified)	-0.6%	i	-10.4%	0.2%	0.6%	22.0	-0.1%	-16.5%	-16.1%
Cc1ccc(CNC(=O)COc2cc(O)c3c(c2)OC(C)(C)CC3=O)cc1	-0.3%	i	16.8%	0.7%	1.9%	-22.3	6.4%	-4.4%	-25.5%
Cc1ccc(-c2cnc(C(O)c3cccc(C)c3C)[nH]2)cc1 (stereo unspecified)	2.6%	i	nt	nt	11.4%	-19.2	-0.4%	nt	-10.3%
CCOc1ccc(NC(=O)CN2CCN(CC(=O)Nc3ccc4c(c3)OCCO4)CC2)cc1	0.2%	i	nt	0.2%	-8.5%	-3.9	0.0%	-2.8%	-1.1%

Screens: PubChem BioAssay, National Center for Advancing Translational Sciences (NCATS)
